MBNL1-CUG inh: inhibitors of human MBNL1 binding to CUG repeat RNA; Q9NR56; TR-FRET MBNL1-His/biotin-(CUG)12 binding, 665/545 ratio; Potency, µM (highest dose often 57.5 µM), for inactives: at the highest dose activity change, negative = inhibition, usual class: inhibitors; hit rate 0.036% among 280,000; AID 2675; active = well fitted inhibition curve with a large enough effect in the signal ratio, with a control signal flat, not every such curve was filed as active; inconclusive = small, poorly fitted or top-dose-only effect, or effect the other way, or a change in a side signal; inactive = no such curve, though single readings can be large or run the other way; the % refers to the signal ratio; also: potency is read from the fitted curve at half-maximal effect; % is scaled to controls: 0 for no effect and ±100 for the full control effect
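Compound titration spanned 92 nM–58 uM against the MBNL1-His/biotin-(CUG)12 complex. After 60 min at room temperature with 5 nM streptavidin-XL665 and 0.055 ng/ul terbium anti-His, ratiometric 665/545 nm emission (Ex 340 nm) normalized to controls.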
hERG WT inh: inhibitors of human wildtype KCNH2 potassium channel; hit rate 0.37% among 340,000; Q12809; activity change, % at 1.84 µM; AID 720551; U2OS, BacMam KCNH2, thallium flux FluxOr; active compounds read low;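 active = maximum activity change below -70%; inconclusive = maximum activity change between -70% and -50%; inactive = maximum activity change above -50%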; also: % is scaled to controls: 0 for no effect and ±100 for the full control effect
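U2OS cells transduced with wild-type KCNH2 virus are loaded with FluxOr dye for 45 min, and thallium flux is measured in kinetic reads before and after stimulation buffer. Rate constants are normalized to DMSO controls.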
CXXC DNA block: inhibitors of human MLL CXXC domain-DNA interaction; Q03164; MLL-CXXC / FITC-HOXA9 DNA fluorescence polarization; Potency, µM (top dose mostly 115 µM), for the others: at the top dose activity change, negative = inhibition, usual class: inhibitors; hit rate 0.037% among 290,000; AID 2662; active = well fitted inhibition curve with a large enough effect in the polarisation, with a control signal flat, not every such curve was filed as active; inconclusive = small, poorly fitted or top-dose-only effect, or effect the other way, or a change in a side signal; inactive = no such curve, though single readings can be large or run the other way; the % refers to the polarisation; also: potency is read from the fitted curve at half-maximal effect
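Steps: dispense CXXC domain solution (7 uM) → pin compounds or unlabeled HOX-A9 DNA control → 5 min ambient → add FLSN-HOX-A9 solution (50 nM) → spin → 30 min ambient → fluorescence polarization. Tris pH 7.5/NaCl/DTT/BSA buffer.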
S-ASM inh: blocks human secretory acid sphingomyelinase | hit rate 0.006% among 340,000 | placental ASM, HMU-PC fluorogenic substrate, 60 min | P17405 | Potency, µM (titrated, usually from 57.5 µM), without a hit: at the highest dose activity change, negative = inhibition, most hits filed as inhibitors; also: potency is read from the fitted curve at half-maximal effect
Target sequence (P17405 47-631 limits assumed): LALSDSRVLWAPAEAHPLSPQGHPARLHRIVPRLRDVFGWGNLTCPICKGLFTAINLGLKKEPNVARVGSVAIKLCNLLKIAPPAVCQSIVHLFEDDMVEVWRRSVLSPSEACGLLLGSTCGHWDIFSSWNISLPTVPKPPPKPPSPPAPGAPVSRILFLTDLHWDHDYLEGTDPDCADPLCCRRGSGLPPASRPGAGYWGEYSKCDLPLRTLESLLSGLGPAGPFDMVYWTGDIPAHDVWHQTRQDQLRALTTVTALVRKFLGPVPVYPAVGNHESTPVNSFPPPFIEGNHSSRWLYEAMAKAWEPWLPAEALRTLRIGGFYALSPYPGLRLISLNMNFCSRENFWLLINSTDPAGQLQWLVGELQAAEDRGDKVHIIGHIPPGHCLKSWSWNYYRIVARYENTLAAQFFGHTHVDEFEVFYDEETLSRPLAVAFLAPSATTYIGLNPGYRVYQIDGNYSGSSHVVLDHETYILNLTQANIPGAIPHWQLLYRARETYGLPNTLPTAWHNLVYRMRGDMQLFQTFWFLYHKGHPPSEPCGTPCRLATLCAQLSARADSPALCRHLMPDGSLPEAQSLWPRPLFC
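HMU-PC0 cleavage (9 uM final) by human placental ASM, 60 min at 37 °C following 10 min compound exposure at RT; stopped at pH 10, fluorescence Ex 386/Em 447 nm.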
FBPA coupling cs: counter-screen for Giardia aldolase inhibitors: coupling enzyme system; coupling enzyme system counterscreen, AmpLite Red fluorescence; AID 2472; activity change, negative = inhibition, % at 58.2 µM, hits read low; hit rate 0.67% among 290,000; in the data active = activity change below about -30%; also: % is scaled to controls: 0 for no effect and ±100 for the full control effect
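Compounds tested against the coupling enzymes alone at 57.5 uM final; readout was AmpLite Red fluorescence (525/598 nm) after 20 min at RT.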
GALK inhibitor: galactokinase (human) inhibition | AID 1868 | hit rate 0.007% among 270,000 | Purified GALK, Kinase-Glo residual ATP luminescence | P51570 | Potency, µM (titrated, usually from 57.5 µM), inactives show at the top dose activity change, negative = inhibition, usual class: inhibitors; also: potency is read from the fitted curve at half-maximal effect; % is scaled to controls: 0 for no effect and ±100 for the full control effect
Target sequence (P51570 whole entry, looked up): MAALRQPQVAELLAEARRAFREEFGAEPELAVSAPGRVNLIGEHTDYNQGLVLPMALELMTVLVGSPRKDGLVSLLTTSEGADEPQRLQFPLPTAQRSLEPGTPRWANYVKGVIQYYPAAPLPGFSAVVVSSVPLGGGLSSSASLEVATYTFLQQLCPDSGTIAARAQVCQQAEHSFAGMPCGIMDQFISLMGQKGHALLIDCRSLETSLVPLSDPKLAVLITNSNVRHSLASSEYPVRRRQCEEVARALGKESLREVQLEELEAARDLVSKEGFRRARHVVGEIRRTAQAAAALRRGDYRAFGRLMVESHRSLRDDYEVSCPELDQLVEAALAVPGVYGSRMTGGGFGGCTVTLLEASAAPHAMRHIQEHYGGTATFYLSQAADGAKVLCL
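ATP-depletion format; final 35 uM ATP, 100 uM D-galactose, 5 nM enzyme; pH 8.0 HEPES/Mg2+ buffer; 60 min RT; luminescence read 10 min after detection reagent.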
a7 integrin act: activators of alpha7 integrin expression for muscular dystrophy; alpha7betagal myoblasts, beta-gal FDG fluorescence, 48 h; Potency, µM (top dose mostly 38.3 µM), inactives show top-dose activation, usual class: activators; hit rate 0.064% among 350,000;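 also: potency is read from the fitted curve at half-maximal effect; 100% = response of the positive control SU9516; nearly all actives have a fitted effect of over 60% in size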
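alpha7betagal+/- myoblasts (passage 13, 250/well) treated 48 h at 37C with compounds at 1:260 dilution of DMSO stock. Lysed, then beta-galactosidase activity read as FDG fluorescence (ex 480/em 540) after 30 min, with pre-read for autofluorescence.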
AT treatment: potential ataxia-telangiectasia treatments restoring KAP-1 phosphorylation. Potency, µM (top dose mostly 57.5 µM), for the others: at the highest dose activation, most hits filed as activators. hit rate 0.19% among 320,000. […] A-T fibroblasts, KAP-1 phosphorylation AlphaLISA; neocarzinostatin DNA damage 30 min before lysis. AID 485349; also: potency is read from the fitted curve at half-maximal effect; % of control where 0% means no effect; nearly all actives have a fitted effect of over 45% in size
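hTERT-immortalized A-T patient fibroblasts ([…]), 500 cells/well in OPTI-MEM, 1% FBS, got compounds for 60 min, then NCS for 30 min at 37C. Lysates were then assayed for phospho-KAP-1 by AlphaLISA (anti-pKAP1 donor, anti-KAP1 acceptor beads), 6 hr at 25C.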
KCNH2 3.1 block: KCNH2 3.1 (human) potassium channel inhibition; U2OS KCNH2 3.1, thallium flux FluxOr; active compounds read low; activity change, % (tested at about 1.8 µM); hit rate 0.95% among 340,000; AID 720553;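 active = maximum activity change below -70%; inconclusive = maximum activity change from -70% to -50%; inactive = maximum activity change above -50%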;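 also: thallium influx rate constant from kinetic fluorescence after stimulation buffer; % is scaled to controls: 0 for no effect and ±100 for the full control effect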
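Thallium flux read-out: FluxOr dye with Red40 quencher in HBSS/HEPES, 45 min at RT. Rate constants from kinetic reads were normalized to positive and negative DMSO controls. Cells: U2OS virally expressing the 3.1 isoform.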
TRPV1 agonist: agonists of human vanilloid receptor 1 (TRPV1); TRPV1-expressing cells, Fluo-8 calcium influx, agonist mode; activation, % at 8.33 µM; hit rate 0.19% among 320,000; in the data active = activation above about 80%; inconclusive = between about 30% and that limit; also: 0% is about no effect
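Fluo-8 calcium influx in TRPV1-expressing cells, kinetic read (ex 480/em 520 nm). Compound added and read 3 min for agonist activity, followed by capsaicin at EC20 final and 2 min further read for enhancement.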
An asterisk follows results filed as active; ? = inconclusive; . = no result given; [ ] = remark or other dose. Unless noted, calls follow the shape of the dose curve; as a rule, active = well fitted curve in the direction sought with a large enough effect; inconclusive = small, poorly fitted or top-dose-only effect, or another doubt; inactive = no such curve, though single readings can be large; an effect the other way counts as inactive or inconclusive.

SMILES	MBNL1-CUG inh	hERG WT inh	CXXC DNA block	S-ASM inh	FBPA coupling cs	GALK inhibitor	a7 integrin act	AT treatment	KCNH2 3.1 block	TRPV1 agonist
CCN(CC)S(=O)(=O)c1cc(C(=O)Oc2cccc(-c3cnc4ccccc4n3)c2)ccc1Br	17%	1	7%	-4%	-7	0%	-19%	-6%	-10	-1
O=C1C2(c3ccccc3)CN(CCO)CC1(c1ccccc1)CN(CCO)C2	0%	5	-7%	4%	0	3%	1%	.	-8	3
Cc1ccccc1NC(=O)c1cnn(-c2ccccc2)c1C	-17%	3	-23%	1%	0	3%	5%	-7%	9	?
COc1cccc(C(C(=O)NC(C)(C)C)N(CCc2ccccc2)C(=O)CCC(=O)Nc2cc(C)on2)c1OC (stereo not given)	6%	2	4%	-1%	1	-1%	12%	-3%	-3	15
CC(C)C[C@@H](CNCC(=O)[C@H](CC(C)C)NC(=O)c1[nH]cnc1C(=O)N[C@H](CN)CC(C)C)NC(=O)c1nc[nH]c1C(=O)N[C@@H](CC(=O)O)C(=O)O	.	22	.	2%	.	.	-24%	.	-7	.
COc1cc(O)c2c(c1)OC(c1ccc(O)cc1)CC2=O (stereo not given)	14%	-11	-14%	-10%	0	-3%	-43%	40µM*	-1	2
CCN(CC)c1nc(C)c2c(c1C#N)CC(C)(C)OC2	-5%	-9	1%	76%[activator]	4	10%	4%	2%	19	22
COc1ccccc1NC(=O)COC(=O)C1=NN(c2ccccc2)C(=O)CC1	.	-2	.	0%	.	.	7%	10%	-6	.
C/C(=N\NC(=O)c1nnn(-c2nonc2N)c1-c1ccc2c(c1)OCO2)c1ccccc1	-2%	-5	10%	0%	.	8%	0%	.	12	-6
COC(=O)C1C(=O)c2c([nH]c(C(=O)OCCOC(C)C)c2C)CC1C (stereo not given)	-8%	8	7%	-1%	-1	0%	-13%	1%	7	3
COc1ccc(OCC(O)CNC(C)c2ccccc2)cc1 (stereo not given)	2%	11	36%[activator]	-4%	6	.	-17%	-6%	11	-1
CO/N=C/c1ccc(N2CCN(C(=O)c3ccc(C)cc3)CC2)c([N+](=O)[O-])c1	?	-10	-3%	-6%	-11	2%	-24%	-3%	-98*	3
COc1cccc(N(CC(=O)N2CCOCC2)S(C)(=O)=O)c1	-2%	13	5%	1%	3	5%	16%	23%	-2	3
Cc1ccc(NCC(=O)N/N=C\c2cccc(O)c2)cc1	9%	1	-2%	0%	-2	-2%	-22%	1%	15	23
CN(C)S(=O)(=O)c1cccc(-n2sc3ccccc3c2=O)c1	-3%	0	-23%	3%	4	7%	-41%	0%	2	22
CCOC(=O)N1CCN(C(=O)COC(=O)c2oc3ccc(OC)cc3c2C)CC1	1%	-4	2%	3%	2	0%	-29%	9%	4	0
CC1CC(C)CN(C(=O)CN2CCN(Cc3ccc(Cl)cc3)C2=O)C1 (stereo not given)	-10%	5	1%	-2%	4	0%	-13%	0%	6	3
C/C(=N\NC(=S)NC(C)C)c1ccc2c(c1)OCCO2	-4%	7	22%	2%	-1	4%	5%	8%	-5	1
COC(=O)c1cc(C(=O)Cc2ccccc2)c[nH]1	.	.	3%	.	1	0%	.	6%	.	17
COc1ccc(-c2noc(CN(Cc3nccn3C)C(C)C)n2)cc1	5%	-13	-4%	1%	0	-1%	5%	26%	3	1
COc1ccc(Cl)cc1N1Cc2ccccc2C1	6%	1	8%	1%	-1	0%	39%	0%	-29	6
CC(C)C[C@H](NC(=O)c1nc[nH]c1C(=O)NC1CCNCC1)C(=O)OCc1ccccc1	.	2	.	6%	.	.	34%	17%	11	-5
COc1cccc2c(=S)c(CCC(C)=O)c(C)[nH]c12	29%	2	4%	21%	-1	0%	-14%	16%	10	2
Cc1cc(S(=O)(=O)NC2CCCC2)ccc1-n1cnnn1	1%	9	3%	6%[11.5 µM]	0	-3%	-7%	-1%	-71*	-1
Cc1c(NC(=O)c2cccc(S(=O)(=O)N(C)c3ccccc3)c2)c(=O)n(-c2ccccc2)n1C	.	-1	.	2%	.	.	-12%	.	21	.
CCCCN(C)c1ccc([N+](=O)[O-])cc1	?	8	-1%	0%	2	-3%	23%	1%	-3	1
COc1ccc(S(=O)(=O)N2CC(O)CC2C(=O)OCC(=O)Nc2ccc(Cl)cn2)cc1 (stereo not given)	-17%	5	-1%	3%	7	-3%	21%	-1%	24	1
C=CCOC(=O)C1=C[C@H](c2csc3ccccc23)C[C@H](OCCCCO)O1	.	4	.	1%	.	.	-9%	.	-9	.
Cc1cc(C)c(NC(=S)N(CCCN2CCOCC2)Cc2cccnc2)c(C)c1	1%	-4	1%	4%	-2	0%	12%	2%	7	-6
CC(C)(Oc1ccc(Cl)cc1)C(=O)Nc1cccc(S(=O)(=O)NC2=NCCC2)c1	.	0	.	-1%	.	.	9%	-5%	-1	5
O=C(c1ccccc1)c1ccc(OCC(O)CN2CCOCC2)cc1 (stereo not given)	.	0	.	-1%	.	.	-2%	.	0	.
CCN(C(=O)COC(=O)c1[nH]c(=O)[nH]c(=O)c1N)c1ccccc1	?	-5	-2%	40%	1	0%	19%	-1%	4	1
CC1CCN(C(=O)CSc2nnc(-c3ccco3)o2)CC1	15%	-3	-7%	-3%	1	2%	8%	8%	17	29
CCOc1cc(C=O)cc(Cl)c1OCC(N)=O	-4%	.	-2%	-2%	-2	1%	17%	-1%	18	-6
CC1CCCC(C)N1/N=C/c1cc(Br)cc(Br)c1O (stereo not given)	-19%	-4	2%	4%	-3	-4%	20%	2%	-11	-1
CCOC(=O)c1c(NC(=O)c2ccc(S(=O)(=O)N3CCOCC3)cc2)sc2c1CC(C)(C)NC2(C)C	0%	-11	-4%	-1%	6	-1%	38%	2%	-3	-2
OCCC1CN(Cc2cnc(-c3ccccc3)s2)CCN1Cc1ccccc1 (stereo not given)	-2%	12	4%	6%	1	1%	10%	1%	1	18
O=C1C2C3C=CC(C2C(=O)N1c1ccc(O)cc1)C1C2C(=O)N(c4ccc(O)cc4)C(=O)C2C31 (stereo not given)	10%	-5	-4%	0%	-12	0%	15%	-1%	0	-2
CC(C)(Oc1ccc(Cl)cc1)C(=O)OCC(=O)NCCc1ccc(S(N)(=O)=O)cc1	.	4	.	4%	.	.	8%	-2%	1	?
Cc1nc2cc(NC(=O)N3c4ccccc4CC3C)ccc2n1C (stereo not given)	3%	-11	-4%	3%	-1	0%	22%	-2%	8	-1
Oc1ccc(Nc2nc(-c3ccccc3O)nc3ccccc23)cc1	-4%	13	20%	-16%	-7	-7%	-68%[inhibitor]	-1%	-118*	27
CC(C)n1cc(CN2CCCC(CNS(=O)(=O)c3cccc4cccnc34)C2)cn1 (stereo not given)	-7%	-14	-2%	1%	3	1%	-13%	0%	-3	-2
CSCC(=O)N1CCC(Oc2cccc(C(=O)NCc3ccccn3)c2)CC1	-4%	-18	1%	3%	5	3%	-7%	3%	?	3
CSc1ccc(CNC(=O)c2c(C)noc2C)s1	-8%	2	16%	1%	0	2%	6%	3%	1	2
COC(=O)c1cc(COc2ccc3oc(C)c(C(=O)OC(C)C)c3c2)c(C)o1	-2%	3	4%	-6%	0	-3%	1%	8%	-13	6
O=S(=O)(c1ccc(Cl)s1)N1CCN(C/C=C/c2ccccc2)CC1	1%	-18	-6%	0%	-9	2%	-52%[inhibitor]	11%	-35	-3
COc1ccc(-c2nc(CN3CCN(c4ccccc4OC)CC3)c(C)o2)cc1	-11%	6	-4%	-3%	-1	0%	-43%	-3%	4	3
Cc1ccc(/C=N/NC(=O)c2n[nH]c3c2CCCC3)cc1	2%	8	2%	-3%	1	.	0%	2%	-2	?
COc1cc(CCC(=O)N2CCN(S(=O)(=O)c3ccc(C)cc3)CC2)cc(OC)c1OC	.	-5	.	4%	.	.	1%	-4%	-12	-1
CC1CCN(S(=O)(=O)c2cccc(C(=O)NC3CCCCC3)c2)CC1	1%	-5	49%[activator]	2%	0	-2%	?	0%	-10	-4
CCN(CC(=O)NC1CCS(=O)(=O)C1)S(=O)(=O)c1ccccc1Cl (stereo not given)	-1%	-10	?	3%	-2	4%	7%	1%	-9	-2
COC(=O)N/N=C\c1ccc(OC/C=C/c2ccccc2)c(OC)c1	-7%	-7	4%	-2%	.	-4%	17%	13%	0	-1
CCOc1ccccc1-n1c(SCC(N)=O)nc2ccccc2c1=O	-7%	-12	-18%	7%	-1	0%	3%[7.66 µM]	8%	6	2
